Assay outcomes from PubChem.
TAG inh: reduces triacylglycerol accumulation in H9c2 cells; Nile Red lipid (TAG) fluorescence; cells loaded with 200 µM oleic acid; inhibition, % at 12.5 µM; hit rate 0.66% among 230,000;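 active = pattern-corrected inhibition of lipid staining of at least 50% with the nuclear-stain viability signal not falling by more than 50%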;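 also: 0% = DMSO wells and 100% = triacsin C control wells; some results filed as inactive read as strong as hits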
TAG inh DAPI viability: also measured in TAG inh; calls as there; DAPI nuclei signal change (viability), lower = more cytotoxic, %;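 whole-well DAPI fluorescence read on a plate reader as a viability signal; minus 50 percent equals half of cells still viable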
Active calls of the source: *. Only part of the results is shown; rates above refer to the full screens.

SMILES	TAG inh	TAG inh DAPI viability
O=C(NCc1ccccc1)c1cc(C2CCCCN2C(=O)c2ccc(Cl)cc2)on1 (configuration not stated)	3	2
O=[N+]([O-])c1ccc(S(=O)(=O)NN=Cc2ccc3c(c2)OCO3)cc1	-11	3
CCCc1nnc(SCC(=O)Nc2ccc(NC(C)=O)cc2)n1-n1cccc1	-8	3
O=C(NCC(=O)N1CCN(S(=O)(=O)/C=C/c2ccccc2)CC1)c1ccccc1F	-3	-4
CCOc1ccccc1NC(=O)c1ccccc1N(C)S(=O)(=O)c1ccc(C)cc1	-23	-12
Cc1ccc(NC(=O)COC(=O)C2(CC(=O)NC(C)(C)C)CCCC2)cc1C	8	2
CCOC(=O)C1(Cc2cccc(Cl)c2)CCCN(C(=O)c2cc(C)on2)C1 (configuration not stated)	-11	3
COc1ccc2[nH]c(=O)c(CN(C(=O)c3cccnc3)c3ccc(C)cc3C)cc2c1	-3	-1
COc1ccccc1NC(=O)C(=O)N(c1cccnc1)C(C(=O)NC(C)(C)C)c1ccccc1F (configuration not stated)	-12	-1
CC(=O)c1sc(-c2ccc(F)cc2)cc1NS(=O)(=O)c1ccc(C)cc1	-7	1
COc1cccc(NC(=O)c2cnc(SCC(=O)NCc3ccc4c(c3)OCO4)n(C)c2=O)c1	-20	4
COC(=O)[C@H](CC(C)C)NC(=O)NCCC1=CCCCC1	-5	-3
Cc1c(C(=O)c2ccccc2)c2ccccn2c1CCc1ccccn1	-13	9
COc1cccc2cc(C(=O)OCC(=O)NCc3ccc4c(c3)OCO4)c(=O)oc12	17	-13
CCN(CC)CCOC(=O)c1cccc(OC)c1	-3	-3

5 entries from above, sorted by count of non-hydrogen atoms, smallest number first:
SMILES	TAG inh	TAG inh DAPI viability
CCN(CC)CCOC(=O)c1cccc(OC)c1	-3	-3
CC(=O)c1sc(-c2ccc(F)cc2)cc1NS(=O)(=O)c1ccc(C)cc1	-7	1
CCCc1nnc(SCC(=O)Nc2ccc(NC(C)=O)cc2)n1-n1cccc1	-8	3
COc1cccc2cc(C(=O)OCC(=O)NCc3ccc4c(c3)OCO4)c(=O)oc12	17	-13
COc1cccc(NC(=O)c2cnc(SCC(=O)NCc3ccc4c(c3)OCO4)n(C)c2=O)c1	-20	4

The list continues.
SMILES	TAG inh	TAG inh DAPI viability
COc1ccc(N2CCN(C(=O)c3cc(C)oc3C)CC2)cc1	7	-4
N#CCCN(C(=O)COC(=O)CNC(=O)C12CC3CC(CC(C3)C1)C2)c1ccccc1	5	-5
COc1ccc(-n2cc(CN3CCC(OC)CC3)c(-c3cccc(F)c3)n2)cc1	-1	10
Cc1ccc(/C=C/C(=O)O)cc1S(=O)(=O)NCCCO	-12	2
Fc1cccc(NC(=S)NCc2ccccc2Cl)c1	-11	2
CC(C)C(=O)Nc1ccc(NC(=O)c2ccc3c(c2)OCO3)cc1	-4	2
Cc1cccc(N(Cc2ccccc2)C(=O)c2ccccc2S(C)(=O)=O)c1	18	1
O=C1CC(N2CCN(c3ccc(S(=O)(=O)N4CCCC4)cc3)CC2)C(=O)N1c1ccc(F)cc1 (configuration not stated)	14	-9
Cc1nn(C)c(C)c1/C=C/C(=O)O	-24	7
Cc1c(Cl)cccc1NC(=S)Nc1ccc2[nH]c(=O)[nH]c2c1	1	6
Cc1nn(CC(=O)Nc2ccccc2)c(=O)c2ccccc12	-6	-2
CN1CCN(C(=S)NC(=O)c2ccc(Br)cc2)CC1	9	-14
CSc1nnc(NC(=O)c2ccc(S(=O)(=O)N3CCOCC3)cc2)s1	7	0
CNC(=O)NC(=O)CSc1ccc(NC(C)=O)cc1	2	-4
CN(C)S(=O)(=O)c1ccc(C(=O)OCC(=O)c2ccc(OC(F)F)cc2OC(F)F)cc1	12	-7
CCOC(=O)N1CCC(=NNC(N)=O)CC1	-4	1
O=C(c1ccoc1)N1CCN(c2cc(-c3ccco3)nc3cc(-c4ccccc4)nn23)CC1	24	68
O=C(O)C1=C[C@@H](C2CCCCC2)C[C@@H](OCCCCO)O1	4	4
CCOc1cccc(C2C(C(=O)c3ccco3)=C(O)C(=O)N2c2nnc(C)s2)c1 (configuration not stated)	-18	-1
Clc1c(CSc2nc3ccccc3o2)nc2ccccn12	-25	-3
O=C1C=CC(=Nc2ccc3c(c2)Cc2cc(F)ccc2-3)O1	1	-5
CCOC(=O)c1oc2cc(C)cc(O)c2c(=O)c1-c1csc(C)n1	-15	-4
O=c1c2ccccc2oc2ncccc12	-2	15
O=C(COc1ccc(C(=S)N2CCOCC2)cc1)N1CCOCC1	-15	-6
O=C(Nc1ccc(F)cc1)c1ccc2nsnc2c1	7	-11
Cc1ccc(F)cc1NC(=O)C1CCN(c2cnccn2)CC1	16	-2
CCCN1C(=O)/C(=C\C=C2/Sc3ccccc3N2CCO)SC1=S	-15	4
CCOc1ccc(-c2cc(N3C(=O)Nc4ccccc4N3O)on2)cc1	-15	11
O=C(Oc1ccc(N(C(=O)c2ccncc2)S(=O)(=O)c2cccs2)cc1)c1ccncc1	-11	4
COc1ccc(Cl)cc1NC(=O)C(OC)c1ccccc1 (configuration not stated)	-15	3
CC(=O)Oc1ccc(-c2ccc(C(=O)O)cc2)cc1	6	-6
O=C(NCCN1CCOCC1)c1ccc([N+](=O)[O-])cc1[N+](=O)[O-]	-5	-1
Cc1ccc(Cl)cc1N1CCN(C(=O)c2cc3c(=O)n(C)c4ccccc4c3n2C)CC1	24	-7
COc1cccc(Nc2cc(C)nc3ccccc23)c1	10	7
CN(CC(=O)Nc1ccccc1C(F)(F)F)C(=O)CSc1nnc(N)s1	-4	-6
COc1ccc(/C=C/C(=O)c2cc(Cl)cc(Cl)c2O)c(OC)c1	-6	-3
N=NC(=O)c1ccccc1Nc1c(O)[nH]c2ccccc12	1	0
O=C(O)CCC(=O)Nc1sc2c(c1C(=O)NC1CCCC1)CCCC2	-11	-1
O=C(C1CCN(Cc2ccc(Cl)cc2)CC1)N1CCN(Cc2ccc3c(c2)OCO3)CC1	1	12
COc1ccc(NC(=O)c2ccccc2NC(=O)C2CCCCC2C(=O)O)cc1 (configuration not stated)	-2	1
CCN1CCCC1CNC(=O)c1ccccc1Cl (configuration not stated)	-2	10
Nc1ccc(O)cc1C(=O)OCC(=O)C12CC3CC(CC(C3)C1)C2	7	12
COC(=O)c1ccc(/C=N/NC(=O)CC(=O)NCC(C)C)cc1	-10	3
COc1ccc2oc(-c3ccco3)cc(=O)c2c1	-6	44
Cn1nc(CC#N)c2c(=N)n(N)cnc21	-1	10
Cc1cccc(NC(=O)CSc2ccc(-c3cccnc3)nn2)c1	12	-8
CCC(=O)N1CCN(c2ccc(NC(=O)c3ccc([N+](=O)[O-])o3)cc2Cl)CC1	126	-94
COc1ccc(Cl)cc1C(=O)Nc1ccncc1	-8	8
Nc1ccc(C(=O)N/N=C/c2cn(Cc3ccc(F)cc3)c3ccccc23)cc1	-72	6
COc1cc(CN2CCC(C(=O)NC(c3ccc(F)cc3)c3ccc4ccccc4n3)CC2)cc(OC)c1 (configuration not stated)	48	-2
O=C(N=C1SCC(=O)N1c1ccccc1Cl)c1ccccc1	-5	1
O=C(CSc1nnc(Cc2ccccc2)o1)c1cc(F)ccc1F	10	-13
COc1cc(C(=O)NC2CCCCC2)ccc1OC1CCN(C(C)=O)CC1	8	-4
CCOC(=O)[C@H]1[C@H]2COc3ccc(OC)cc3[C@H]2N2C(=O)CN(Cc3ccccc3)C(=O)[C@@]12C	11	-5
COCCN=c1scc(-c2ccco2)n1/N=C/c1ccc(O)c(O)c1O	28	-7
Cn1cc(S(=O)(=O)NC2CCCCCC2)c(=O)n(C)c1=O	-8	-2
COc1ccc(C(=O)NC(=S)NNC(=O)c2ccc(NC(C)=O)cc2)cc1Br	-4	-5
CCN(CC(=O)Nc1ccc(C(C)=O)cc1)CC(=O)Nc1ccc2c(c1)OCCO2	3	-6
CC(C)C(NC(=O)CNC(=O)OC(C)(C)C)C(=O)NCc1ccccc1 (configuration not stated)	7	-14
CCCCN(C(=O)CSc1nnc(-c2ccc(OC)cc2)n1CC)c1c(N)n(Cc2ccccc2)c(=O)[nH]c1=O	8	-6

More results:
SMILES	TAG inh	TAG inh DAPI viability
COc1ccc(C(=O)Nc2nnc(-c3ccccc3)s2)cc1	9	-3
COc1ccc(C2/C(=C(\O)c3ccc4c(c3)OCCO4)C(=O)C(=O)N2Cc2ccco2)c(OC)c1 (configuration not stated)	8	-2
N#CC1=C(N)NC(=S)C(C(N)=O)C1c1ccc([N+](=O)[O-])cc1 (configuration not stated)	13	6
CC(c1ccccc1)N1C(=O)C2C3C=CC(C4CC34)C2C1=O (configuration not stated)	-4	4
C#CCOCCOCCOCCNc1nc(N2CCN(C(=O)[C@H]([C@@H](C)CC)n3cc(CCCCN)nn3)CC2)nc(N2CCN(C(=O)[C@H]([C@@H](C)CC)n3cc(CCCN=C(N)N)nn3)CC2)n1	-22	7
CC12CCC(=O)N1C(C(=O)Nc1nc(-c3ccccc3)cs1)CS2 (configuration not stated)	-3	24
COCc1[nH][nH]c(=O)c1C=Nc1ccc(C(F)(F)F)cc1	12	-5
CC(=O)Nc1cccc(-c2ccnc3c2CC(C)(C(=O)NCC2CC2)O3)c1 (configuration not stated)	25	-25
CC1(C)CC(NC(=O)N2c3ccccc3Sc3ccccc32)CC(C)(C)N1	6	0
OCCN1CCN(c2ncnc3c2ncn3[C@H]2CN(Cc3ccc(Cl)cc3)C[C@@H](CO)O2)CC1	7	-8
O=C(Nc1ccc(F)cc1)C(NC1CCCCC1)c1ccccc1 (configuration not stated)	-7	-10
NC(=O)CCN1CCN(Cc2nc(C(c3ccccc3)c3ccccc3)no2)CC1	-3	0
CN1CCN(C(=O)/C(=C\c2ccccc2)c2ccccc2)CC1	-4	16
CCCNNC(=O)C(O)(c1ccccc1)c1ccccc1	10	-9
CCN(CC)S(=O)(=O)c1ccc(C(=O)NC(=S)N2CCCCC2C)cc1 (configuration not stated)	-3	-4

Reprinted at random: two records from the list
SMILES	TAG inh	TAG inh DAPI viability
N#CC1=C(N)NC(=S)C(C(N)=O)C1c1ccc([N+](=O)[O-])cc1 (configuration not stated)	13	6
NC(=O)CCN1CCN(Cc2nc(C(c3ccccc3)c3ccccc3)no2)CC1	-3	0

Whole records from above. Order of values: TAG inh | TAG inh DAPI viability
O=C(Nc1ccc(F)cc1)C(NC1CCCCC1)c1ccccc1 (configuration not stated) is listed with -7 | -10
COCc1[nH][nH]c(=O)c1C=Nc1ccc(C(F)(F)F)cc1 is listed with 12 | -5
C#CCOCCOCCOCCNc1nc(N2CCN(C(=O)[C@H]([C@@H](C)CC)n3cc(CCCCN)nn3)CC2)nc(N2CCN(C(=O)[C@H]([C@@H](C)CC)n3cc(CCCN=C(N)N)nn3)CC2)n1 is listed with -22 | 7

More structures follow.
SMILES	TAG inh	TAG inh DAPI viability
CCOc1ccc(-n2c(-c3ccccc3)c[n+]3c2CCC3)cc1	-19	-7
Cc1cc(C)cc(NC(=O)COC(=O)CN=C2NS(=O)(=O)c3ccccc32)c1	-2	8
O=C(Nc1cccc(C(=O)O)c1)Nc1ccccc1Cl	2	-2
O=C(/C=C/N1CCOCC1)c1coc2ccccc12	-17	2
O=C(Nc1ccc([N+](=O)[O-])cc1)C(Cc1ccccc1)N1C(=O)c2cccc3cccc(c23)C1=O (configuration not stated)	67	-58
C=CCOc1ccc(-c2n[nH]c(=S)o2)cc1	-5	4
CC(C)(C)c1ccc(OCC(O)CN(CCO)CC(O)Cn2ccc3ccccc32)cc1 (configuration not stated)	8	-1
CC(=O)Nc1ccc(S(=O)(=O)N(C)CC(=O)OCC(=O)c2ccc3c(c2)NC(=O)CO3)cc1	12	-8
O=C(COC(=O)c1cccc(Cl)c1)NCc1ccccc1	4	2
O=C(COC(=O)CC1CCCC1)Nc1ccc(Cl)cc1	-19	0
Cc1oc(-c2cc(F)ccc2F)nc1CN1CCN(c2cnccn2)CC1	-22	5
O=C(c1ccc2nc(N3CCCCC3)sc2c1)N1CCN(Cc2ccc3c(c2)OCO3)CC1	-6	-1
CCC(C)NS(=O)(=O)c1ccc(OCC(=O)NCc2ccc3c(c2)OCO3)cc1 (configuration not stated)	-5	-2
O=C(N/N=C/c1ccccn1)c1ccc(Cl)c(Cl)c1	-1	-6
Cn1cc(CN2CCN(CCO)CC2)c(-c2ccc(Oc3ccccc3)cc2)n1	14	1

Individual results from the entries so far:
Result for O=C(Nc1ccc([N+](=O)[O-])cc1)C(Cc1ccccc1)N1C(=O)c2cccc3cccc(c23)C1=O (configuration not stated) under TAG inh: 67
Result for O=C(/C=C/N1CCOCC1)c1coc2ccccc12 under TAG inh DAPI viability: 2
Result for CC(=O)Nc1ccc(S(=O)(=O)N(C)CC(=O)OCC(=O)c2ccc3c(c2)NC(=O)CO3)cc1 under TAG inh: 12

Following part:
SMILES	TAG inh	TAG inh DAPI viability
O=C(NN1C(=O)/C(=C/C=C/c2ccccc2)SC1=S)c1ccncc1	15	0
Cc1cc([N+](=O)[O-])ccc1NC(=O)C[n+]1ccc(N(C)C)cc1	-9	0
Cc1ccc(-n2c(SCC(=O)NC3CCCCC3)nc3c(c2=O)SCC3)cc1	-11	-1
O=C(NC(c1ccccc1)c1ccc2ccccc2n1)C1CCN(Cc2ccc(Cl)c(Cl)c2)CC1 (configuration not stated)	1	-2
COC(=O)c1sc2nc(N3CCCCC3)c3c(c2c1N)CCCC3	35	72
COc1ccc(C2=C(C=Nc3c(C)n(C)n(-c4ccccc4)c3=O)C(c3ccccc3C)c3ccccc3O2)cc1OC (configuration not stated)	61*	-11*
Cc1ccc(-c2nc(CN(C)C(C3CC3)C3CC3)c(C)o2)cc1	17	1
Cn1nnnc1SCC(=O)N1CCN(C(=O)c2ccco2)CC1	-11	3
O=C(Nc1cccc(-c2ccc(N3CCOCC3)nn2)c1)c1cccc(Cl)c1	28	-14
